# From PubChem
# HEK293 NOD2/NF-kB: NOD2 signaling inhibitors, cell-based, luminescence, uHTS, HEK293 (AID 1566) | HEK293 NOD2/NF-kB luciferase reporter, luminescence; higher % means a stronger effect | inhibition, % at 4 µM, or EC50 in µM where a hit was titrated | 290,000 tested, 0.63% active; note: many of its hits are not listed in these tables
# HIV peptide binding: cell-free HIV fusion peptide-binding blockers – biochemical, uHTS, fluorescence dequenching, primary screen (AID 1986) | inhibition, % at 20 µM; hits with a dose series show IC50 in µM | cell-free peptide binding, fluorescence dequenching, 30 min; higher % means a stronger effect | 290,000 tested, 0.3% active; in the data active = inhibition mostly above about 52%, no sharp cut-off; inactive = mostly below about 76%; note: some results filed as inactive read as strong as hits
# KOR beta-arrestin-1: kappa opioid receptor blockers – cell-based, luminescence, uHTS (AID 1778); KOR beta-arrestin recruitment, luminescence, antagonist mode; higher % means a stronger effect; inhibition, % at 10 µM, or IC50 in µM where a hit was titrated; 290,000 tested, 0.091% active; note: strong numbers were not always called active
# SIAH1 antagonists: Siah-1 peptide-binding antagonists, primary screen, biochemical, fluorescence polarization, rhodamine-plectin, uHTS (AID 1817); displacement, % at 20 µM, or IC50 in µM where a hit was titrated; Siah-1 / rhodamine-plectin peptide fluorescence polarization; higher % means a stronger effect; 290,000 tested, 0.02% active;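 active = displacement of at least 50% at 20 µM, with a fluorescence ratio check between 0.3 and a set limit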;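 note: plate controls were Siah plus tracer with DMSO for no effect and tracer alone without Siah for full effect; strong numbers were not always called active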
# Myeloid diff MLP: promotes myeloid progenitor differentiation; calls only at 10 µM; 360,000 tested, 1% active; AID 624256; ER-HoxA9 myeloid progenitors, lysozyme-GFP differentiation, flow cytometry;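 active = normalized GFP-positive differentiation at or above the plate's own cutoff, the solvent-only control mean plus 3 SD; inconclusive = no clear call, values can overlap the other calls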;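 note: cells exposed to compound for four days before flow analysis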
# KOR beta-arrestin-2: KOR agonists, beta-arrestin recruitment, primary screen, cell-based, luminescence, uHTS (AID 1777) | KOR beta-arrestin recruitment, luminescence; higher % means a stronger effect | one-dose activation, % at 10 µM; EC50 in µM for titrated hits | 280,000 tested, 0.02% active; in the data active = activation above about 50%, passing the limit was not always enough; note: a part of the inactive calls stands beside numbers as strong as those of hits
# LYP inhibition: PTPN22 lymphoid phosphatase activity blockers – biochemical, fluorescence intensity, uHTS (AID 1779) | recombinant LYP phosphatase, fluorescence intensity; higher % means a stronger effect | one-dose inhibition, % at 11.5 µM; IC50 in µM for titrated hits | 290,000 tested, 0.054% active;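 note: plate controls were vehicle with enzyme for no effect and no enzyme for full effect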
# NOD1 NF-kB reporter: NOD1 signaling inhibitors, primary screen, cell-based, luminescence, uHTS (AID 1578). NOD1-driven NF-kB luciferase reporter cells, luminescence; higher % means a stronger effect. one-dose inhibition, % at 4 µM; EC50 in µM for titrated hits. 290,000 tested, 1% active; in the data active = inhibition mostly above about 36%, no sharp cut-off; inactive = mostly below about 34%;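 note: HEK-293T reporter cells stimulated with the NOD1 agonist gamma-tri-DAP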
# PhoP inhibition: PhoP-dependent GFP reporter repression – Salmonella Typhimurium, primary screen (AID 1863). 300,000 tested, 0.16% active. inhibition, % at 50 µM; hits with a dose series show IC50 in µM. S. Typhimurium PhoP-regulated promoter GFP reporter, 4 h; higher % means a stronger effect;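 active = inhibition over 29.93%, a cutoff 3 SD above the screen mean, later confirmed by dose response; inconclusive = inhibition over 29.93% but no dose response follow-up; inactive = inhibition at most 29.93% or unconfirmed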;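 note: 0% = low Mg2+ inducing control and 100% = high Mg2+ repressing control; strong numbers were not always called active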
# Myeloid diff MLP GFP+ MAC1+ %: second read-out of Myeloid diff MLP, no call of its own (marks repeat the call); GFP+ MAC1+ double positive, %; measured here: differentiation confirmed by MAC1 staining
# Active calls of the source: *; i = inactive; u = inconclusive; x = no result given; + = active, no number; [ ] = another dose, or the depositor's remark. Cut-off read from the data, not from the text of the source, unless noted: active = inhibition above about 50%; inactive = the rest. An excerpt, so the mix of outcomes need not match the whole.
SMILES,HEK293 NOD2/NF-kB,HIV peptide binding,KOR beta-arrestin-1,SIAH1 antagonists,Myeloid diff MLP,Myeloid diff MLP GFP+ MAC1+ %,KOR beta-arrestin-2,LYP inhibition,NOD1 NF-kB reporter,PhoP inhibition
O=C(O)C1=C[C@H](c2ccc(Br)cc2)C[C@H](OCCCCO)O1,2.9%,9.3%,-22.1%,-2.9%,i,1.6,5.3%,-5.1%,29.1%,-13.8%
O=C(N/N=C1\C/C(=N\NC(=O)c2ccncc2)c2ccccc21)c1ccncc1,4.1%,6.7%,14.2%,-4.2%,i,1.0,-10.2%,-7.5%,-6.3%,-2.0%
CCNC(=O)CCSc1nc(C)cc(C)n1,7.4%,-0.6%,-44.0%,-3.1%,i,0.6,-0.1%,-2.4%,-42.1%,8.1%
O=S(=O)(NC1c2cccc3cccc(c23)C1N1CCN(CCO)CC1)c1ccccc1 (stereo not given),-1.3%,1.2%,-22.5%,4.5%,i,0.5,-4.0%,-1.7%,-8.6%,-4.6%
N/C(CCS(=O)(=O)c1ccc(Cl)cc1)=N\OC(=O)c1ccccc1C(F)(F)F,-2.0%,1.5%,-0.5%,17.6%,i,1.0,-3.1%,-7.4%,4.0%,-12.1%
CCOC(=O)c1c(NC(=O)C(C)Sc2nnc(C)c(=O)[nH]2)sc2c1CCCC2 (stereo not given),17.2%,20.8%,-40.5%,-1.6%,i,1.1,2.8%,-4.8%,15.9%,2.0%
CC(C)OC(=O)c1cccc(C(=O)Nc2cccc(NC(=O)c3cccc(C(=O)OC(C)C)n3)n2)n1,1.1%,-1.3%,-53.5%,5.0%,i,0.7,1.9%,-5.5%,23.3%,6.5%
Cc1ccc(OCC(=O)Nc2ccc3c(c2)OCO3)c(C)c1,-103.8%,1.3%,-28.6%[20 µM],5.1%,i,0.6,x,-8.1%,-13.3%,-0.6%
COc1ccccc1CNC(=O)c1ccc(NS(C)(=O)=O)cc1,-11.6%,-1.3%,-27.5%,0.8%,i,4.8,-0.4%,-2.8%,-17.6%,28.3%
O=C(CCc1ccccc1)Nc1ccc(N2CCOCC2)c(Cl)c1,16.7%,-0.8%,-35.8%,2.9%,i,0.2,2.9%,-3.2%,-20.1%,-3.7%
COc1ccccc1C(=O)C1CCCN(C(=O)c2ccco2)C1 (stereo not given),17.1%,-1.3%,-8.1%,-3.0%,i,1.0,-4.9%,-8.2%,12.0%,7.5%
CCOc1cc(CNc2ccc(S(N)(=O)=O)cc2)ccc1OCC(=O)NC(C)(C)C,1.5%,-2.5%,-20.3%,4.9%,i,0.8,-0.6%,-7.8%,8.2%,-15.4%
COc1cccc(CC(NC(C)=O)C(=O)NC2CCN(C(=O)Nc3ccc(C)cc3)CC2)c1 (stereo not given),-0.8%,0.0%,-37.3%,5.1%,i,0.8,-3.7%,-9.8%,3.8%,x
Cc1ccc(-n2c(=O)[nH]cc(C(=O)Nc3ccc4c(c3)OCCO4)c2=O)cc1C,-4.9%,3.1%,4.1%,15.2%,i,1.1,-4.7%,2.3%,-16.1%,-7.1%
O=[N+]([O-])c1ccccc1NC1CCN(Cc2ccccc2)CC1,-16.3%,-0.6%,x,9.9%,i,0.5,x,-5.1%,-6.6%,-3.0%
CS(=O)(=O)Nc1cccc(C2=NN(C(=O)CCCC(=O)O)C(c3cccs3)C2)c1 (stereo not given),-16.4%,2.7%,-19.1%,-0.4%,i,0.0,-1.5%,3.8%,-7.9%,-1.8%
COC(=O)CCCC(=O)N1CCC(CCC(=O)NCc2ccc(F)cc2)CC1,-16.4%,1.1%,-40.3%,-3.1%,i,1.6,3.3%,-8.4%,8.7%,5.1%
CCC(CC)c1nnc(NC(=O)c2cccc(S(=O)(=O)N3CCc4ccccc43)c2)s1,40.3%,7.1%,9.6%,-2.6%,i,0.5,-3.2%,-1.9%,56.8%,-2.8%
O=C1NC2C(NC(=O)N2C2CCCCC2)N1C1CCCCC1 (stereo not given),8.0%,0.2%,6.5%,-0.4%,i,0.8,-0.9%,-4.3%,-2.3%,-6.3%
CC(C)(C)n1nnnc1CN1CCN(C2CCCC2)CC1,-7.3%,-1.3%,19.6%,-1.1%,i,1.4,-4.9%,-1.2%,-18.6%,2.5%
Nc1nc2n(n1)C(c1ccco1)CC(c1ccc(Cl)cc1)N2 (stereo not given),2.4%,-2.2%,-1.9%,2.5%,i,1.0,-2.6%,-8.2%,-6.1%,14.3%
Cc1nn2c(C(F)(F)F)c3c(nc2c1-c1ccccc1)CCC3,13.2%,0.7%,0.6%[20 µM],5.7%,i,0.4,x,-6.6%,-16.4%,-4.1%
COCCCn1c(SCC(=O)OC2CCCCC2)nnc1-c1cccs1,7.4%,-2.1%,7.4%,2.8%,i,19.5,2.2%,-10.3%,-7.8%,2.4%
O=C(NCN1C(=O)C2C3C=CC(C3)C2C1=O)Nc1cccnc1 (stereo not given),16.1%,-0.8%,-4.6%,0.5%,i,0.8,0.3%,-5.4%,-11.5%,4.9%
Cc1ccc(S(=O)(=O)Nn2cnnc2)cc1,6.5%,-1.2%,17.3%,-0.7%,i,0.4,3.8%,-3.8%,-0.1%,-13.5%
COc1cc(C(=O)N/C(=C\c2cn(C)c3ccccc23)C(=O)N2CCN(C)CC2)cc(OC)c1OC,2.2%,0.2%,28.1%,1.2%,i,1.8,-1.6%,-5.4%,-124.0%,x
CCOC(=O)/C(=C/C=C1\Sc2cc(C)c(C)cc2N1CC)C(C)=O,23.8%,150.4%,1.4%,-1.5%,+,14.8*,-0.8%,-1.2%,38.6%,x
CC1(C)CC(=O)C2=C(C1)N(c1ccc(F)cc1)C(=O)C2(NC(=O)c1ccccc1F)C(F)(F)F (stereo not given),-6.2%,2.5%,-12.3%,-5.0%,i,0.5,-0.8%,0.8%,-6.4%,-11.7%
Fc1cccc(F)c1-n1c(CN2CCCCC2)csc1=S,6.0%,10.2%,-25.1%,12.1%,i,0.1,0.5%,1.4%,-16.1%,0.6%
Cc1ccc(S(=O)(=O)n2nc(-c3cccnc3)nc2N)cc1,10.6%,0.9%,11.5%,3.9%,i,0.2,-0.2%,-5.9%,-25.1%,3.9%
COCCCNC(=S)NNC(=O)c1ccccc1Br,-26.6%,-0.4%,3.0%,2.6%,i,0.3,-1.0%,-0.8%,-32.5%,-1.1%
CNC(=S)Nc1ccc2nc(C)c(C)nc2c1,8.1%,1.5%,25.6%,2.9%,i,0.6,1.3%,-0.3%,-14.5%,7.4%
N#Cc1ccc(NC(=O)c2sc3cc(C(F)(F)F)cnc3c2-c2cccs2)cc1,19.5%,3.3%,-21.0%,4.5%,i,0.8,10.1%,3.9%,-6.6%,3.0%
O=C(OCc1ccccc1F)c1ccc2c(c1)-c1ccccc1C2=O,-92.6%,-1.0%,-6.6%,2.1%,i,5.9,1.3%,4.0%,-80.8%,-7.1%
CCCNS(=O)(=O)c1ccc(CCC(=O)N2CCCCC2)cc1,10.1%,0.5%,26.6%,-0.9%,i,0.6,-2.3%,0.5%,-33.5%,0.8%
COC(=O)C1=C(Nc2ccc(C)cc2)C=C(C)C(C(=O)OC)C1c1cccc(OC)c1 (stereo not given),-1.6%,1.6%,-48.3%,17.1%,i,0.4,0.6%,2.4%,27.9%,-1.7%

# A draw from above in order of SMILES length, low to high:
SMILES,HEK293 NOD2/NF-kB,HIV peptide binding,KOR beta-arrestin-1,SIAH1 antagonists,Myeloid diff MLP,Myeloid diff MLP GFP+ MAC1+ %,KOR beta-arrestin-2,LYP inhibition,NOD1 NF-kB reporter,PhoP inhibition
CNC(=S)Nc1ccc2nc(C)c(C)nc2c1,8.1%,1.5%,25.6%,2.9%,i,0.6,1.3%,-0.3%,-14.5%,7.4%
Fc1cccc(F)c1-n1c(CN2CCCCC2)csc1=S,6.0%,10.2%,-25.1%,12.1%,i,0.1,0.5%,1.4%,-16.1%,0.6%
Cc1ccc(S(=O)(=O)n2nc(-c3cccnc3)nc2N)cc1,10.6%,0.9%,11.5%,3.9%,i,0.2,-0.2%,-5.9%,-25.1%,3.9%
O=C(OCc1ccccc1F)c1ccc2c(c1)-c1ccccc1C2=O,-92.6%,-1.0%,-6.6%,2.1%,i,5.9,1.3%,4.0%,-80.8%,-7.1%

# Following part
SMILES,HEK293 NOD2/NF-kB,HIV peptide binding,KOR beta-arrestin-1,SIAH1 antagonists,Myeloid diff MLP,Myeloid diff MLP GFP+ MAC1+ %,KOR beta-arrestin-2,LYP inhibition,NOD1 NF-kB reporter,PhoP inhibition
COc1ccc(CCNC(=O)C(=O)NCC2OCCN2S(=O)(=O)c2ccc(OC)c(OC)c2)cc1OC (stereo not given),16.1%,-0.9%,-20.3%[20 µM],4.0%,i,0.7,-4.1%,-14.4%,-15.8%,x
CN(C)CCCn1c(SCc2c(Cl)cccc2Cl)nnc1-c1ccncc1,1.7%,1.4%,0.6%[20 µM],8.5%,i,0.6,-4.1%,-9.3%,-15.3%,4.3%
COC(=O)C1CCN(C(c2cccs2)c2sc3nc(C)nn3c2O)CC1 (stereo not given),10.0%,0.6%,-14.8%,0.6%,i,2.7,-0.8%,-4.1%,-4.1%,x
C=CCc1c(OC)ccc2ccc(=O)oc12,8.6%,2.9%,-5.0%,-3.8%,i,0.8,3.4%,-3.5%,9.0%,-4.6%
CCCCOCCCNC1=NCCCCC1,7.3%,5.0%,-26.0%,-1.7%,i,0.4,0.3%,-1.2%,-5.9%,2.2%
CCO[C@H]1OC(C(=O)N2CCOCC2)=C[C@@H](c2ccccc2)[C@@H]1CCCO,3.8%,-0.1%,10.7%,-5.9%,i,1.2,x,-8.6%,0.7%,2.8%
C=C(C)Cn1c(C)cc(C)c(S(=O)(=O)c2cccc(C)c2)c1=O,8.8%,1.1%,-14.5%[20 µM],4.3%,i,0.7,-1.9%,0.0%,30.7%,12.3%
CS(=O)(=O)Nc1ccccc1C(=O)Nc1ccccc1C(=O)N1CCCC1,1.4%,2.1%,-34.8%,1.4%,i,0.6,5.2%,-20.4%,-15.0%,-6.0%
Cc1ccc(CCNCc2c(C(=O)O)c(C)n(-c3ccccc3)c2C)cc1,1.0%,0.7%,4.8%,3.5%,i,0.3,1.5%,1.6%,-3.9%,x
Cc1cc(CNC(=O)C2CCC(=O)N(CCc3cccc(F)c3)C2)on1 (stereo not given),0.0%,1.1%,-25.5%,-2.7%,u,x,-1.4%,-10.3%,-6.8%,2.8%
COc1ccc(CNC(=O)CN(C)S(=O)(=O)c2ccc3c(c2)n(C)c(=O)c(=O)n3C)cc1,12.9%,2.1%,-14.8%,-2.0%,i,0.0,-0.9%,-10.3%,1.9%,-7.0%
COc1ccccc1NC(=O)c1cc(Cl)nnc1Cl,8.7%,-0.7%,-13.8%,-3.7%,i,2.3,3.0%,-5.4%,-8.3%,11.6%
COc1ccc(CN2CCc3cc(OC)c(OC)cc3C2)cc1O,7.1%,0.9%,-12.0%,5.8%,i,2.1,0.0%,-9.1%,-10.3%,-7.4%
COc1ccc(-n2c(C)cc(/C=C3\SC(=O)NC3=O)c2C)cc1,19.5%,1.4%,35.0%,-4.7%,i,0.7,-9.0%,-2.9%,2.1%,21.5%
CCc1ccc2nc(NC(=O)c3ccc(N4C(=O)CCC4=O)cc3)sc2c1,1.4%,-0.1%,-2.5%,11.3%,i,0.9,4.9%,-5.8%,-12.1%,-8.6%
